High-throughput results as filed in PubChem.
Xi reactivation – activators of X-chromosome reactivation in mouse fibroblasts | XiGFP mouse fibroblasts, % GFP-positive cells imaging, 3 d; cells co-treated with 5-aza-dC sensitizer; scaled so ellipticine positive control = 100% | 0.055% of 360,000 active | activation, % at 7.58 µM | AID 743238;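 active = mean normalized replicate activation at least 10% and every replicate at or above 10%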;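 also: 0% = median of on-plate neutral control wells and 100% = ellipticine 6 µM median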
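Material: XiGFP fibroblasts, SV40-immortalized; Buffer or medium: DMEM containing 5-aza-dC; Compound dosing: single point; Times: 3 days compound exposure.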
EWS-Fli block – inhibitors of EWS/Fli oncoprotein transcriptional activity; A673 NR0B1-luciferase reporter, viability-normalised; inhibition, % at 12.6 µM; 0.67% of 350,000 active;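 active = mean inhibition of at least 50% after viability correction, with every replicate also passing that limit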;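 also: firefly luciferase signal divided by Alamar Blue viability fluorescence both relative to DMSO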
esBAF inh – blocks esBAF chromatin remodeling in mouse ES cells; Bmi1-luciferase knock-in reporter, 24 h; 100% = twice the neutral-well signal; reporter increase, % at 12.5 µM; 2% of 350,000 active; AID 602393; in the data active = activation above about 40%;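 also: 0% = median of the plate's neutral control wells and 100% = double that signal; a rise in the Bmi1 reporter signal indicates esBAF inhibition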
E-selectin induc – induces E-selectin expression in human endothelial cells. P16581. HUVEC E-selectin immunofluorescence imaging; normalized: neutral wells 0, TNF-alpha wells 100. activation, % at 7.58 µM. 0.37% of 260,000 active;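 active = mean E-selectin-positive cell signal at least 10% of the positive control, reached in at least 60% of replicates, without over 20% cell loss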;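 also: in these data hits start at about 27%; measured in HUVEC primary endothelial cells; signal is the percent of cells scored E-selectin positive by PE staining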
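material = human umbilical vein endothelial cells (HUVEC), E-selectin induction | quantity = 3,000 cells/well | medium = EGM-2 growth medium on 0.1% gelatin-coated wells | technique = immunofluorescence imaging | read-out basis = % PE-positive cells | control set = TNF-alpha positive control, DMSO neutral control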
RAD54 branch – RAD54 (human) branch migration inhibition; Q92698; RAD54 Holliday junction branch migration, FAM/BHQ fluorescence; inhibition, % at 10.4 µM; 0.14% of 360,000 active; AID 602329;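 active = mean normalized replicate activity at least 40 and at least half of replicates scoring 40 or more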;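 also: 0% = median of neutral control wells and 100% = median of positive control wells; inhibitors cause a drop in the FAM fluorescence signal; in these data hits start at about 50%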
Target sequence (Q92698 whole entry, looked up): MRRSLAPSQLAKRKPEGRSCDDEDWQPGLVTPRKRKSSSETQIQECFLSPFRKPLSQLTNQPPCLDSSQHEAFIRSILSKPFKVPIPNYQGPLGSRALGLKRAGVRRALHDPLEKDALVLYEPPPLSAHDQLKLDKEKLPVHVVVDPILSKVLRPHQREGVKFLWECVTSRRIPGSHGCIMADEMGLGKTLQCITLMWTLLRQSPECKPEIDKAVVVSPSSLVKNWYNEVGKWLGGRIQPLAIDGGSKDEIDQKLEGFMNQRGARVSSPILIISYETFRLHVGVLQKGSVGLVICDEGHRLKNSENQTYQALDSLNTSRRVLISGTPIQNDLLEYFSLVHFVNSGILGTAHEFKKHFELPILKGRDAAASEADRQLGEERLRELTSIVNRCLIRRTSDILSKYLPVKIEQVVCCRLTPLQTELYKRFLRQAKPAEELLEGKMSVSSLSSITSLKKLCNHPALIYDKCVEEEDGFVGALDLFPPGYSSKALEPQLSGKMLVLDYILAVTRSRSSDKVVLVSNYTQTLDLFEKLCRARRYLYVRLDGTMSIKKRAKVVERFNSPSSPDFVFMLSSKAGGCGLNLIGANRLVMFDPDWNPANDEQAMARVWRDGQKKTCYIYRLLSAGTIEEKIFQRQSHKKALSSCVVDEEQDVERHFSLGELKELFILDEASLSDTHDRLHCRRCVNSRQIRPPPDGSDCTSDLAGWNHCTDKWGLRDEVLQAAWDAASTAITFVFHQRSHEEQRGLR
FN deposition inh – fibronectin deposition inhibition. inhibition, % at 12.6 µM. AH1F fibroblasts, Alexa488-fibronectin deposition fluorescence, overnight. 0.086% of 350,000 active. AID 743247;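 active = mean inhibition across replicates of 30% or more, regardless of how many single replicates reach that level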;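 also: positive control wells lacked labelled fibronectin entirely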
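Material – AH1F fibroblast monolayer, labelled fibronectin deposition · Reagent – labelled fibronectin 24 nM · Timing – 1 h adhesion, overnight exposure · Measured by – fluorescence at 485 nm excitation, 525 nm emission · Read-out – inhibition of fibronectin deposition signal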
RAD52 anneal inh – blocks human RAD52 DNA annealing. P43351. recombinant RAD52 DNA annealing, FRET fluorescence. inhibition, % at 18.7 µM. 0.46% of 360,000 active;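 active = every replicate showing at least 50% inhibition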
S100A4 MyoIIA – S100A4-myosin IIA interaction inhibition. 0.14% of 360,000 active. S100A4/TAMRA-MyoIIA peptide fluorescence polarization. inhibition, % at 10.7 µM. P26447;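 active = mean inhibition of at least 70% across replicates, with every replicate also reaching that level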
Target sequence (P26447 whole entry, looked up): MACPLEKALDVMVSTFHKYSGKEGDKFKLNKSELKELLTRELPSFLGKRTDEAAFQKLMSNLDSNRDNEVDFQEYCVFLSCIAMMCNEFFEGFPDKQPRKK
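Material: S100A4 monomer (human). Medium: Calcium-containing HEPES buffer, pH 7.2. Probe or stimulus: labelled myosin peptide probe, 5 nM. Compound dosing: one concentration per compound. Timing: polarization read 5 min after assay mix addition, stable 5–60 min. Benchmarks: DMSO as neutral control, TFP as positive control.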
The depositor's hits bear a star; nt = not tested or not shown.

SMILES	Xi reactivation	EWS-Fli block	esBAF inh	E-selectin induc	RAD54 branch	FN deposition inh	RAD52 anneal inh	S100A4 MyoIIA
Cc1cc(N2CCCC(C(=O)Nc3cccc(Cl)c3)C2)n2ncnc2n1 (stereo unspecified)	0.3	9	nt	-0.2	nt	11	-5	-4
COc1ccc(C2c3[nH]c4ccccc4c3CCN2C(=O)c2cn3ccccc3n2)c(F)c1 (stereo unspecified)	0.0	-47	31	nt	6	-2	-31	-1
CC(=O)C1=C(C)NC(SCC(=O)Nc2nc3ccccc3s2)=C(C#N)C1c1ccc(Cl)cc1 (stereo unspecified)	0.0	-4	nt	nt	nt	-2	-26	-3
CN1CCN(C2CN(Cc3cn(Cc4cccc(Cl)c4)nn3)S(=O)(=O)C2)CC1 (stereo unspecified)	0.0	2	nt	-0.2	nt	6	-25	2
O=C(NCc1ccccc1)C12CC3CC(CC(Br)(C3)C1)C2	0.5	-8	-10	nt	7	-1	-13	0
C[C@H]1CN([C@@H](C)CO)S(=O)(=O)c2ccc(C#CC3CCCC3)cc2O[C@@H]1CN(C)Cc1cncnc1	-0.9	32	-4	0.4	nt	-16	nt	nt
CNC[C@H]1Oc2ncc(Br)cc2C(=O)N([C@@H](C)CO)C[C@H]1C	0.0	-9	-4	0.3	nt	nt	nt	nt
O=C(NCc1ccc(F)cc1)c1cnc2n(c1=O)CCS2	0.1	1	-9	1.3	-2	1	-2	-1
CCOC(=O)C1=C(C)NC(=O)NC1c1c(OC)ccc2ccccc12 (stereo unspecified)	-0.1	-11	-3	nt	5	-9	-11	6
Cc1ccc(S(=O)(=O)Nc2ccc3c(c2)CC(=O)N([C@@H](C)CO)C[C@@H](C)[C@H](CN(C)CC2CC2)O3)cc1	-1.1	6	0	0.4	3	nt	12	-14
Cc1ccc(/C=N/NS(=O)(=O)c2ccccc2)o1	-0.1	nt	nt	1.4	6	2	nt	nt
COc1ccc(CN2[C@H](CO)[C@H]3c4ccccc4N(C(=O)NC(C)C)C[C@H]32)cc1	0.0	-1	-2	0.3	9	-10	3	21
C=CCc1cccc2cc(C(=O)NNC(=O)CC#N)c(=O)oc12	0.1	3	3	11	nt	5	-13	4
O=C1Cc2ccccc2C(c2ccc(Cl)cc2Cl)N1 (stereo unspecified)	0.0	-10	nt	-3.3	8	2	-16	0
Cc1ccc(S(=O)(=O)N(C)C[C@H]2Oc3ccc(NC(=O)C4CCCCC4)cc3CC(=O)N([C@@H](C)CO)C[C@@H]2C)cc1	0.2	1	5	1.5	2	nt	8	-5
O=C(c1ccccc1F)N1CC[C@@H]2[C@H](CO)Nc3ccc(C#Cc4ccccc4F)cc3[C@@H]21	0.0	-4	-3	0.4	4	2	-8	-13
Cc1ccnc(NCc2cc(C)ccc2O)c1	0.0	-32	56*	0.5	-1	2	-4	0
C[C@H](CO)N1C[C@H](C)[C@@H](CN(C)C(=O)Cc2ccncc2)Oc2ncc(C3=CCCC3)cc2C1=O	-0.2	-8	3	-0.1	4	-2	-4	-18
Cc1nn(-c2ccccc2)c(C)c1Cc1ccc(O)cc1	0.3	-62	88*	0.4	1	-2	-30	0
Cc1ccc(C2c3c(oc4ccccc4c3=O)C(=O)N2c2nncs2)cc1 (stereo unspecified)	-0.2	7	-1	nt	1	2	-7	-12
CC(C)CN(C(=O)COC(=O)c1ccc(Cl)c(N)c1)c1c(N)n(Cc2ccccc2)c(=O)[nH]c1=O	-0.1	3	9	nt	-16	-8	-19	-4
C[C@H](CO)N1C[C@H](C)[C@H](CN(C)Cc2ccc(C(F)(F)F)cc2)Oc2c(NC(=O)CCCCCC(=O)Nc3ccccc3N)cccc2C1=O	-1.1	40	nt	0.0	nt	-6	2	14
NC(=O)C1CCN(C(=O)c2ccc3ncsc3c2)CC1	0.0	-3	7	nt	-6	1	-5	-2
CCc1ccc(C2=NN(CCC(=O)NC(C)CCc3ccccc3)C(=O)CC2)cc1 (stereo unspecified)	nt	4	-5	-0.5	-7	3	-9	3
COC(=O)CC1C(=O)NCCN1C(=S)NC(=O)CCc1ccccc1 (stereo unspecified)	-0.2	4	1	4.5	nt	1	-1	1
Continuation:
SMILES	Xi reactivation	EWS-Fli block	esBAF inh	E-selectin induc	RAD54 branch	FN deposition inh	RAD52 anneal inh	S100A4 MyoIIA
COc1ccc2c(c1)cc(C(=O)N[C@@H](CCSC)C(=O)N1CCC[C@H]1C(=O)O)n2C	nt	2	-7	nt	-8	nt	-16	3
COc1ccc(N2CCN(C(=O)C(=O)c3cn(CC(=O)N4CCOCC4)c4ccccc34)CC2)cc1	0.0	-4	-4	nt	5	7	-2	-1
CC(=O)N1c2ccc(S(=O)(=O)N(C)C3CCCCC3)cc2CC1C (stereo unspecified)	0.0	nt	7	nt	-16	-5	1	6
Nn1c(SCC(=O)Nc2ccccc2)nnc1C1CCCCC1	0.0	-2	0	nt	1	8	-5	-10
O=C(c1ccc(F)cc1)N1CCN2C(=O)c3ccccc3C12c1ccccc1 (stereo unspecified)	0.4	1	-4	-0.3	nt	3	-1	1
O=C(CCCc1nc2ccccc2s1)NCc1ccccc1F	0.1	-21	nt	nt	nt	-2	-17	1
COCC#Cc1ccc2c(c1)O[C@H](CN(C)C(=O)NC(C)C)[C@@H](C)CN([C@@H](C)CO)S2(=O)=O	0.0	-6	1	-0.3	-4	-4	6	-3
CC(=O)N1CCN(Cc2nc3ccc(Cl)cc3n2CCO)CC1	0.0	5	3	nt	-30	-2	-4	1
COc1cc(OC)c2c(-c3cccc(-c4sccc4C(C)=O)c3)cc(=O)oc2c1	0.9	56*	-13	-7.6	-3	-19	-6	-3
C[C@H](CO)N1C[C@H](C)[C@H](CN(C)C(=O)Nc2cccc3ccccc23)Oc2ccc(NC(=O)Nc3ccccc3)cc2CC1=O	-0.9	2	1	-0.5	2	nt	-10	6
Cc1ccc(S(=O)(=O)NNC2=NS(=O)(=O)c3ccccc32)c(C)c1	0.1	3	nt	nt	nt	5	1	-1
CC1=C(C(=O)N(C(C)C)C(C)C)CC(CC(=O)NCCc2ccccn2)C(=O)N1Cc1ccc(C(C)(C)C)cc1 (stereo unspecified)	-0.1	3	-6	-2.3	4	nt	-7	1
c1nc2n(n1)C1=C(CCCC1)C1(CCCCC1)N2	-0.1	8	nt	3.5	nt	7	-14	-3
CN(C)c1ccc(N/C(N)=N/c2nc(C(F)(F)F)cc(C(F)(F)F)n2)cc1	0.4	-4	nt	nt	nt	0	4	2
Cc1cccc(NC(=O)CCS(=O)(=O)c2ccccc2)c1	0.3	-64	21	0.3	nt	-1	1	-4
O=c1c(-c2ccco2)nc2ccccc2n1C(CCc1ccccc1)c1nc2ccccc2[nH]1 (stereo unspecified)	0.4	5	nt	9.3	nt	-8	-30	-9
CCS(=O)(=O)Nc1ccc2c(c1)C(=O)N(C)[C@@H]1CC[C@@H](CC(=O)NCc3ccc(OC)cc3)O[C@H]1CO2	0.0	5	-1	-0.2	-5	-11	-5	-6
Cc1ccc(-n2nnnc2SCC(=O)NC2CCS(=O)(=O)C2)c(C)c1 (stereo unspecified)	0.0	0	-9	0.5	0	12	-7	-6
CN(C)C(=O)C[C@@H]1CC[C@@H]2[C@H](COC[C@H](O)CN2CC2CCOCC2)O1	0.2	1	7	0.0	-1	1	5	-27
O=C1CCN(c2ncccc2[N+](=O)[O-])CC1	0.0	-4	nt	-0.1	nt	-3	-78	-2
C[C@H](CO)N1C[C@H](C)[C@H](CN(C)Cc2cccc(C(F)(F)F)c2)Oc2ncccc2C1=O	-0.3	-3	-2	-0.3	nt	-6	nt	nt
C[C@@H]1CN([C@H](C)CO)C(=O)c2cc(NC(=O)Nc3cccc4ccccc34)ccc2O[C@@H]1CN(C)C(=O)Nc1ccc2c(c1)OCO2	-0.1	-8	2	0.1	3	nt	13	1
O=C(NCCc1ccc(C(F)(F)F)cc1)C1CCC(=O)N(CCCc2ccccc2)C1 (stereo unspecified)	0.3	1	0	nt	-10	5	-4	-4
Cc1ccc(NC(=O)CN(C)C(=O)/C=C/c2cccs2)cc1	0.0	-17	20	0.5	8	5	-4	-8
COc1ccccc1NC(=S)N1CCC(NC(=O)C23CC4CC(CC(C4)C2)C3)CC1	-0.1	3	nt	nt	nt	nt	6	-2
New compounds follow:
SMILES	Xi reactivation	EWS-Fli block	esBAF inh	E-selectin induc	RAD54 branch	FN deposition inh	RAD52 anneal inh	S100A4 MyoIIA
Cc1ccc(N2CCN(C(C(=O)Nc3c(C)cccc3C)c3cccc(F)c3)CC2)cc1 (stereo unspecified)	-0.1	4	nt	-0.5	nt	7	-1	-1
Cc1nc2c3ccccc3nc(NNC(=O)CCC(=O)NCCN3CCN(c4ccccc4)CC3)n2n1	-0.1	0	-3	nt	7	-4	-7	12
CCC(Oc1ccccc1)C(=O)N(C)CC(=O)N(CC(C)C)c1c(N)n(CC(C)C)c(=O)[nH]c1=O (stereo unspecified)	0.3	-4	nt	-1.9	nt	1	-13	-6
Cc1c(C(=O)NC(C)c2ccccn2)oc2c(Cl)cccc12 (stereo unspecified)	0.0	0	-2	nt	6	-3	-13	-16
O=C(C[C@@H]1CC[C@@H]2[C@H](COC[C@H](O)CN2C(=O)c2ccccc2)O1)Nc1nccs1	0.3	-6	1	0.2	-2	-11	0	6
CC(C)OC(=O)c1cc(C(=O)c2cc(Cl)ccc2O)coc1=N	0.0	9	6	nt	7	-12	-39	5
CCC(CC)C(=O)Nc1ccc(C)cc1O	0.2	3	nt	nt	nt	-4	-12	5
COc1ccc(NC(=O)c2ccc3ccccc3c2)cc1NS(=O)(=O)c1ccc(F)cc1	0.0	-16	nt	3.7	nt	1	-21	-7
CCOc1ccc(C2=CSC3=NCCN23)cc1[N+](=O)[O-]	0.2	3	-11	nt	-5	-2	0	0
COc1ccc(OC)c(N(CC(=O)NCCSCc2ccc(C)cc2)S(C)(=O)=O)c1	-0.1	7	-9	nt	-2	3	-5	-2
CO[C@@H]1CN(C)C(=O)c2cc(NC(=O)C3CCCC3)ccc2OC[C@@H](C)NC[C@H]1C	0.2	-8	0	-0.1	-8	3	1	-13
Cc1ccc(S(=O)(=O)Nc2cccc3c2O[C@@H](CN(C)C(=O)NC2CCCCC2)[C@H](C)CN([C@H](C)CO)C3=O)cc1	-0.5	-11	-4	0.4	-14	nt	-2	35
COc1ccc(CC(=O)NCC2CCCN(Cc3cc(OC)cc(OC)c3)C2)cc1 (stereo unspecified)	0.0	5	-4	-0.3	-9	-1	-18	2
CSCCC(c1nc2ccccc2[nH]1)n1c(=O)c(-c2ccco2)nc2ccccc21 (stereo unspecified)	0.0	1	nt	0.0	nt	5	-25	-22
S=C(NC12CC3CC(CC(C3)C1)C2)N1CCCC1	0.1	2	nt	nt	5	2	0	1
